# M1 antag – human M1 muscarinic receptor antagonists, primary screen, CHO-K1 cells, Fluo-8 calcium fluorescence, 1536-well | 360,000 tested, 1.3% active | AID 588852, 2011 | CHO-K1 hM1, ACh EC80 antagonist | inhibition, % at 3 µM;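 active means percent inhibition above its own plate's cutoff, namely the mean of that plate's compound wells plus 3 SD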;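 further: peak over basal fluorescence ratio during 140 s after agonist addition; 0% = ACh EC80 plus DMSO and 100% = DMSO alone without agonist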
# Target sequence (P11229 whole entry, looked up): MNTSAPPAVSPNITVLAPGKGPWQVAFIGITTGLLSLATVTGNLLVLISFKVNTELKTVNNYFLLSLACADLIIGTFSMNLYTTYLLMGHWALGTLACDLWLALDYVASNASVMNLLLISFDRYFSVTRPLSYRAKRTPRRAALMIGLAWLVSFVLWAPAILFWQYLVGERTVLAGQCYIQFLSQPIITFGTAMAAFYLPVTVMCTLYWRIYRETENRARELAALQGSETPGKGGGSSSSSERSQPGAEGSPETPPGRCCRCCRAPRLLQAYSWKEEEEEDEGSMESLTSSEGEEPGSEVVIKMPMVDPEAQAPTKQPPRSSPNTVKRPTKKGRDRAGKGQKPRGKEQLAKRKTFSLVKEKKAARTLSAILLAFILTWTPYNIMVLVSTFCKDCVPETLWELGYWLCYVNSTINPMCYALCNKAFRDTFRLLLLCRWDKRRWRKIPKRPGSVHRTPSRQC
# M1 PAM – human M1 muscarinic receptor positive allosteric modulators, primary screen, CHO-K1 cells, Fluo-8 calcium fluorescence, 1536-well; Muscarinic acetylcholine receptor M1 (Homo sapiens), P11229; activation, % at 3 µM; 360,000 tested, 0.088% active; CHO-K1 hM1, ACh EC20; 0% = ACh EC20, 100% = maximal ACh; in the data active means activation above about 19%, passing the limit was not always enough
# CHRM1 agonist – human M1 muscarinic receptor agonists, primary screen, Fluo-8 calcium fluorescence, CHO-K1 cells, HTS | 360,000 tested, 0.33% active | CHO-K1 hM1, agonist mode; 0% DMSO, 100% acetylcholine EC100 | activation, % at 3 µM | Muscarinic acetylcholine receptor M1 (Homo sapiens), P11229 | AID 588814, 2011;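 active means activation above the run's mean compound activation plus 3 SD, cut at about 16% in these data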;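 further: peak over basal fluorescence ratio within a 140 s kinetic read after compound addition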
# CHO-K1 Ca antag – M1 antagonist counterscreen hit in parental CHO-K1 cells | ATP-induced calcium, Fluo-8 fluorescence | inhibition, % at 3 µM | 360,000 tested, 0.6% active | AID 602250;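 active means inhibition above a per-plate cutoff, the plate's mean sample inhibition plus 3 SD, cut at about 24% in these data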;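 further: 0% = DMSO plus EC80 ATP and 100% = DMSO alone without ATP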
# TAAR1 antagonist – human TAAR1 antagonists, primary screen, Fluo-8 calcium fluorescence, CHO RD-HGA16 cells | inhibition, % at 3 µM | antagonist | Trace amine-associated receptor 1 (Homo sapiens), Q96RJ0 | 360,000 tested, 1.5% active;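 active means inhibition above a per-plate cutoff, the mean inhibition of test compounds on that plate plus 3 SD, cut at about 49% in these data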;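 further: 0% = DMSO plus EC80 beta-PEA response and 100% = DMSO alone without agonist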
# Target sequence (Q96RJ0 whole entry, looked up): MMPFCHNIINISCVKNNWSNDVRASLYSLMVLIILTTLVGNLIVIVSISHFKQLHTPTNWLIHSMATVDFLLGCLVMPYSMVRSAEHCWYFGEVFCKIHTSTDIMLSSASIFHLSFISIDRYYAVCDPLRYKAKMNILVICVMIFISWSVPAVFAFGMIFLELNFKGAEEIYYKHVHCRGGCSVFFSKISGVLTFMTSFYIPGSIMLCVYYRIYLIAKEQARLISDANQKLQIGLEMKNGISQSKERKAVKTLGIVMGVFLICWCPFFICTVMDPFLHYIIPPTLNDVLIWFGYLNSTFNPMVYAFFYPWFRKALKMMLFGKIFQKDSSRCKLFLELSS
#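 Test system – hTAAR1-expressing CHO RD-HGA16 cells, Gα16-coupled · Also added – β-PEA at EC80 concentration, post-compound challenge · Compound – 3 µM, single point · Incubation – dye loading 75 min at 37 °C, then 30 min room temperature · Measured by – Fluo-8 intracellular calcium dye fluorescence, real-time kinetic reads · Benchmarks – vehicle and agonist controls · Replicates – singlicate, one well per test compound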
# CHO parental Ca – ATP-evoked calcium signal inhibitors, parental CHO, primary screen, counter-screen for OX1R antagonist project, cell-based, fluorescence, Fluo-8 calcium dye; parental CHO-K1, ATP-induced calcium, Fluo-8 fluorescence; inhibition, % at 5.6 µM; 330,000 tested, 0.63% active;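 active means inhibition above that plate's mean sample inhibition plus 3 SD, cut at about 26% in these data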;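 further: 0% = ATP-challenged DMSO wells and 100% = DMSO wells without ATP; some compounds past the cut are filed as inactive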
#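 Assay system: parental CHO cells; Read-out basis: percent inhibition of ATP-evoked calcium rise, normalized to controls; Benchmarks: ATP and no-ATP DMSO wells; Compound dosing: single nominal dose of 5.6 µM per compound; Signal: Fluo-8 calcium dye fluorescence; Also added: ATP as calcium-mobilizing challenge; Repeats: singlicate.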
# CHO-K1 Ca PAM – nonselective calcium activators in parental CHO-K1 cells, primary screen, counter-screen for M1 PAM project, cell-based, Fluo-8 calcium fluorescence, full deck, 1536-well; ATP EC20; 0% at ATP EC20, 100% at ATP max; activation, % at 3 µM; 360,000 tested, 0.02% active;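 active means activation above the run cutoff, the mean activation of all test compounds plus 3 SD, cut at about 40% in these data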;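 further: peak over basal fluorescence ratio in a 140 s read after ATP addition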
# TAAR1 ag – human TAAR1 agonists, primary screen, Fluo-8 calcium fluorescence, CHO RD-HGA16 cells | vehicle wells 0%, saturating PEA agonist 100% | Trace amine-associated receptor 1 (Homo sapiens), Q96RJ0 | AID 624467, 2012 | activation, % at 3 µM | 360,000 tested, 0.99% active;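 active means activation above the mean activation of all test compounds in the run plus 3 SD, cut at about 38% in these data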
#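 Assay system: CHO-derived RD-HGA16 cells with stable Gα16 and human TAAR1; timing: 17-24 h seeding, 75 min 37 °C dye, 30 min RT; read-out: % activation from peak over basal fluorescence ratio, DMSO-to-PEA scaled; measured by: kinetic Fluo-8 calcium fluorescence; benchmarks: low control DMSO, high control PEA (EC100); doses: 3 µM single concentration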
# M1 ag parental – counter-screen for M1 agonists: effect in parental CHO-K1 cells | Fluo-8 calcium fluorescence; scaled to maximal ATP response, vehicle zero | activation, % at 3 µM | 360,000 tested, 0.48% active; in the data active means activation above about 15%;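 further: untransfected CHO-K1 host cells lacking M1 receptor as counterscreen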
# Starred values were filed as active, the others as inactive; nt = not tested or not shown; & = joins results of further samples.
SMILES	M1 antag	M1 PAM	CHRM1 agonist	CHO-K1 Ca antag	TAAR1 antagonist	CHO parental Ca	CHO-K1 Ca PAM	TAAR1 ag	M1 ag parental
CC(=O)N1CCc2cc(S(=O)(=O)NCCCN3CCCCC3)ccc21	3	0	-5	-7	-7	-9	-9	1	0.2
O=C1CCCN1CC(CN1CCOCC1)Sc1nnnn1-c1ccccc1 (stereo unspecified)	-11&-11	7&4	-2&-4	-3&-6	0&-1	-1	4&18	2&12	0.7&0.4
COc1ccc(CCNC2CC(=O)N(CCc3ccccc3)C2=O)cc1OC (stereo unspecified)	-7	6	-2	7	8	-15	-10	-1	0.7
CCC(=O)N1CCN=C1SCc1ccc(F)cc1	-3	5	-2	-15	-6	-7	2	1	0.3
Cn1c(=O)c2c(nc(CN3CCN(CCO)CC3)n2Cc2ccccc2Cl)n(C)c1=O	4	0	-7	-3	-17	-7	-3	0	0.0
O=C(C[n+]1cc(-c2ccccc2)n2c1CCC2)OCc1ccccc1	-4	4	-8	0	-7	0	17	2	0.6
CC(C)(Oc1cccc2ccccc12)C(=O)O	-2	9	-2	22	17	2	-6	1	-0.2
CN(C)C(=O)c1ccc(NC(=O)c2cc(-n3cnnc3)ccc2Cl)cc1	-9	5	-6	-4	-3	-4	7	4	0.7
Cc1cccc(NC(=O)CN(C)S(=O)(=O)c2ccccc2)n1	-28	2	-1	2	-5	-22	-5	4	-0.1
On1c(-c2ccccc2)nc2ncccc21	-9	8	-5	-8	-7	-8	8	2	1.7
O=C(CN1C(=O)c2ccccc2S1(=O)=O)NCCSCc1ccco1	-8	4	-4	-11	10	-2	22	5	1.9
Cn1c(=O)c(C(=O)CN2CCN(S(=O)(=O)c3ccccc3)CC2)c(N)n(Cc2ccccc2)c1=O	-7	10	-6	12	-4	1	-1	3	1.1
COc1ccccc1C(NC(=O)C1CCN(CCOc2ccc(Cl)cc2Cl)CC1)c1ccccn1 (stereo unspecified)	-7	-1	-3	6	-2	nt	-2	18	2.7
Cc1ccc2ncc([N+](=O)[O-])n2c1	-6	6	-4	-20	-3	6	21	5	0.3
CCOc1ccc(N/C(=N/c2nc(C)cc(C)n2)NC(C)=O)cc1	-7	8	-4	1	-13	-14	9	15	0.4
O=C(Cc1c[nH]c2ccccc12)NC1(C(=O)NC2CCCCC2)CCCCC1	-1	2	-2	12	-13	-18	1	-1	0.3
O=C(NCN1CCN(c2ccccc2)CC1)c1cnccn1	-16	11	-6	-14	2	8	-2	0	1.7
COCCN(CC(=O)Nc1ccccc1C(F)(F)F)C(=O)/C=C/c1cc(Cl)c2c(c1)OCO2	1	2	-2	-6	18	-37	21	4	2.4
CSc1nc(=S)c2[nH]c(=S)[nH]c2[nH]1	-14	17	0	-6	-10	nt	1	1	-0.1
CN(C)CCCN(C(=O)c1ccc(S(=O)(=O)N2CCCCCC2)cc1)c1nc2cc3c(cc2s1)OCCO3	20	-15	-8	-7	14	-19	8	25	1.9

# Going on with the list.
SMILES	M1 antag	M1 PAM	CHRM1 agonist	CHO-K1 Ca antag	TAAR1 antagonist	CHO parental Ca	CHO-K1 Ca PAM	TAAR1 ag	M1 ag parental
CCn1c(SCC(=O)Nc2sc3c(c2C(N)=O)CCC(C)C3)nnc1-c1ccco1 (stereo unspecified)	-15	12	-1	-6	-13	-18	10	4	-0.4
COc1cc2cc(CN(CCN3CCCC3)C(=O)Nc3ccccc3Cl)c(=O)[nH]c2cc1OC	-5	9	-4	3	-1	-3	8	0	0.2
COc1ccc(C2C(C(=O)Nc3cccnc3)=C(C)Nc3nc(-c4cccs4)nn32)cc1 (stereo unspecified)	-4	1	-4	-5	-2	-20	11	4	-0.1
Cc1nc([N+](=O)[O-])cn1CC(=O)Nc1ccc(F)c(Cl)c1	-21	12	-1	-1	7	-1	7	0	-0.2
CC1=C(C(=O)Nc2cc(C)ccn2)C(c2cnn(C)c2)C2=C(CC(c3ccccc3)CC2=O)N1 (stereo unspecified)	-4	7	-6	-5	-7	-21	19	-1	1.2
COC(=O)C(C(=O)N1CCN(C)CC1)C1CCCCCC1 (stereo unspecified)	14	-14	-6	-7	12	-3	5	5	0.1
CC(C)C(C(=O)Nc1ccccc1F)N1C(=O)c2ccccc2C1=O (stereo unspecified)	-17	22	0	-18	-44	-24	22	4	0.3
O=C(NC1CCCC1)C1CCN(C(=O)c2ccccc2Cl)CC1	-13	11	2	-4	-6	10	7	0	5.3
CCCc1ccc(OCc2ccc(C(=O)N/N=C/c3cccnc3)o2)cc1	-7	5	4	2	10	nt	-12	1	2.9
O=C(CSc1nnc(NC2CCCCC2)s1)NC1CCS(=O)(=O)C1 (stereo unspecified)	-2	11	-3	-6	24	-4	15	9	0.6
CCOC(=O)CC(=O)Nc1ccc(C(=O)OCC)cc1	-33	4	-1	-5	12	-14	10	5	0.5
CC[C@@](C)(NS(=O)(=O)OCC(Cl)(Cl)Cl)c1ccccc1	1	-4	-6	-6	13	-5	11	4	2.0
CCCn1nnnc1NC(=O)c1ccc(C)cc1Cl	-7	7	-7	-6	-27	3	20	1	0.3
CCN=C1S/C(=C\c2ccc(OCC)c(OC)c2)C(=O)N1CC	1	-1	-9	-5	-6	-25	16	0	1.0
COCCCN=Cc1c(-c2ccccc2)[nH]n(-c2nc3ccccc3s2)c1=O	-13	-2	-4	-8	18	-14	9	7	3.3
NC(=S)NNC(=O)COc1ccccc1O	-4	3	-2	5	12	0	-4	0	0.5
CCC(=O)c1ccc(OCC(=O)NC2CCN(Cc3ccccc3)CC2)cc1	3	-7	-9	-7	-20	-15	-11	1	-0.3
COc1cccc(C2CC(c3ccccc3Cl)n3nc(N)nc3N2)c1 (stereo unspecified)	-1	4	-4	0	-3	-5	9	17	0.1
CCc1nc(N2CCN(C(=O)c3ccco3)CC2)c2oc3ccccc3c2n1	13	-5	-4	-9	20	-25	21	9	4.0
COCC(=O)N(CCc1ccc(OC)c(OC)c1)Cc1cc2cc(C)ccc2nc1Cl	2	2	-3	4	8	-29	-8	2	0.9

# Taken from above for reference:
SMILES	M1 antag	M1 PAM	CHRM1 agonist	CHO-K1 Ca antag	TAAR1 antagonist	CHO parental Ca	CHO-K1 Ca PAM	TAAR1 ag	M1 ag parental
CCn1c(SCC(=O)Nc2sc3c(c2C(N)=O)CCC(C)C3)nnc1-c1ccco1 (stereo unspecified)	-15	12	-1	-6	-13	-18	10	4	-0.4
COc1cc2cc(CN(CCN3CCCC3)C(=O)Nc3ccccc3Cl)c(=O)[nH]c2cc1OC	-5	9	-4	3	-1	-3	8	0	0.2
COc1ccc(C2C(C(=O)Nc3cccnc3)=C(C)Nc3nc(-c4cccs4)nn32)cc1 (stereo unspecified)	-4	1	-4	-5	-2	-20	11	4	-0.1

# (cont.)
SMILES	M1 antag	M1 PAM	CHRM1 agonist	CHO-K1 Ca antag	TAAR1 antagonist	CHO parental Ca	CHO-K1 Ca PAM	TAAR1 ag	M1 ag parental
CC(NS(=O)(=O)OCC(Cl)(Cl)Cl)c1ccc(C(C)(C)C)cc1 (stereo unspecified)	16	-12	-7	-3	52*	64*	-16	9	-0.5
CC(C)C(=O)Nc1ccc(Oc2ccc3c(c2)C(=O)NC3=O)cc1	-3	0	-8	-8	3	-4	2	2	0.2
COc1ccc(CNC(=O)C(C)OC(=O)c2cccs2)cc1 (stereo unspecified)	-9	8	-3	-15	-9	1	-4	5	-0.3
C[C@H](CO)N1C[C@H](C)[C@@H](CN(C)C(=O)Nc2ccc(C(F)(F)F)cc2)Oc2c(NC(=O)C3CCCCC3)cccc2C1=O	-8	2	-6	0	-12	-24	3	0	0.3
COc1ccc(CCNC(=O)CCc2ccc(S(=O)(=O)NC(C)C)cc2)cc1OC	-9	5	-2	-9	5	-14	19	-2	0.2
CCc1ccc(N2CC(C(=O)NCc3ccco3)CC2=O)cc1 (stereo unspecified)	-19	11	-3	-12	9	0	19	14	-0.3
CCOc1cccc2cc(C(=O)Nc3ccccc3-c3ccccc3)c(=O)oc12	-2	4	-4	-4	26	-6	15	0	0.1
COCCNc1oc(-c2ccc(C)cc2)nc1C#N	-9	10	-3	-11	0	-11	18	0	0.3
COC(=O)C1=C(C)N(Cc2ccccc2)C(=S)N[C@H]1c1ccccc1	-1	-4	-8	-8	16	-30	3	9	-1.0
COc1cc(/C=N/NC(=S)Nc2cccc(S(=O)(=O)N(C)C)c2)ccc1O	29	-13	-2	-2	15	-11	1	10	3.7
COc1ccc(C(=O)COC(=O)c2ccc(N(C)C)cc2)cc1	4	-1	-7	7	-13	-15	-6	7	0.3
CCCC(=O)N1CCC1(C)C(=O)NS(=O)(=O)c1cc2c(cc1C)CCCS2(=O)=O (stereo unspecified)	0	-5	-3	10	-17	nt	-14	2	0.1
Cc1ccccc1NC(=O)C1C2CCCC1C2c1ccccc1 (stereo unspecified)	2	3	-4	-7	-6	-5	20	9	1.4
O=C(/C=C/c1ccccc1Cl)NCc1ccccc1	-10	6	-7	-9	7	-5	19	5	2.4
O=C(COC(=O)c1ccc(F)cc1)NCc1ccc(F)cc1	4	-1	-3	-3	6	-5	13	3	0.6
CCCC(C(=O)NC1CCCC1)N(CC1CCCO1)C(=O)CNS(=O)(=O)c1ccc(F)cc1 (stereo unspecified)	-10	11	-4	-5	-2	-13	-18	2	-0.9
O=C(CN1C(=O)C2CC=CCC2C1=O)Nc1cc(C(F)(F)F)ccc1N1CCCC1 (stereo unspecified)	-13	1	0	-3	-14	-23	-10	1	0.5
O=C(COc1ccc(Cl)cc1Cl)N/N=C/c1ccc(OC2OC(CO)C(O)C(O)C2O)cc1 (stereo unspecified)	-7	4	-1	-5	11	2	7	6	2.1
Cc1ccccc1N=C(N)Nc1ccccc1C	18	-7	-7	-7	7	-7	14	3	0.6
CC1Cc2cc(/C(O)=C3/C(=O)C(=O)N(CCCN(C)C)C3c3ccncc3)ccc2O1 (stereo unspecified)	-21	4	-1	-7	-8	nt	19	3	0.4
CCOC(=O)N1CCC(NC(=O)CCC(=O)N2CCOc3ccc(Cl)cc32)CC1	3	6	-5	-12	-5	-16	-10	3	0.5
Cc1nc2cc(OCc3cc(C(=O)NC(C)c4cnn(C)c4)no3)ccc2s1 (stereo unspecified)	2	3	-2	-4	-19	-2	-8	5	3.0
